# TcdB inh: blocks C. difficile toxin B glycohydrolase activity. P18177. TcdB glycohydrolase enzymatic assay, plate reader. inhibition, % at 9.99 µM. 350,000 tested, 0.24% active. AID 652162; in the data active = inhibition above about 10%
# CCHF vOTU inh: CCHFV vOTU protease inhibition | Pep-AMC fluorescence | inhibition, % at 11.5 µM | 370,000 tested, 0.55% active; in the data active = inhibition above about 30%; note: 0% = vehicle wells with enzyme and 100% = no enzyme wells
# SSB-PriA inh: blocks PriA binding to SSB C-terminal tail; AlphaScreen SSBct-PriA binding, biotinylated peptide; inhibition, % at 33 µM; 430,000 tested, 0.6% active; in the data active = inhibition mostly above about 37%, no sharp cut-off; inactive = mostly below about 20%;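 note: plate controls were negative control peptide for no effect and reference peptide for full effect; strong numbers were not always called active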
# VHR inh abs: DUSP3 (human) phosphatase inhibition. P51452. recombinant VHR phosphatase, pNPP absorbance. inhibition, % at 13.3 µM. 290,000 tested, 0.52% active; in the data active = inhibition above about 50%; note: some compounds called inactive have numbers as strong as hits
# Target sequence (P51452 whole entry, looked up): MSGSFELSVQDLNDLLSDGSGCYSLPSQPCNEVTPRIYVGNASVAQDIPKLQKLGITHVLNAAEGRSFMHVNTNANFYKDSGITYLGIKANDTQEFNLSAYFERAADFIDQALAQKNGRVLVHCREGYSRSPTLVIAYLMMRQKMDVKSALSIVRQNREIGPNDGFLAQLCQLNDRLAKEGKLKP
# Y pestis TopoI: inhibitors of Yersinia pestis topoisomerase I; 360,000 tested, 0.064% active; activity, % at 10 µM; Y. pestis Topo-I cleavage product accumulation, plate reader; in the data active = activity above about 50%, passing the limit was not always enough; note: inactives centre near 2
# Vc quorum ag: induces V. cholerae light production without autoinducers; V. cholerae BH1578 lux reporter, luminescence, 6 h; activation, % at 18.7 µM; AID 588436; 350,000 tested, 0.16% active; in the data active = activation mostly above about 9.7%, no sharp cut-off; note: not every result past the cut was called active; inactives centre near 0; reference of the scale not given here
# PrPC TRFRET: reduces human prion protein on the cell surface | P04156 | 370,000 tested, 0.43% active | cell surface PrPC, TR-FRET read-out | inhibition, % at 13.8 µM; in the data active = inhibition above about 24%; note: 0% = median of the test wells and 100% = reference compound wells
# 3CLpro inhibitor: SARS-CoV 3CLpro protease inhibition; P0C6X7; recombinant SARS-CoV 3CLpro, quenched FRET peptide cleavage; inhibition, % at 6 µM; 290,000 tested, 0.14% active; AID 1706; in the data active = inhibition above about 12%
# MazEF act: MazEF (E. coli) toxin RNase activation; P0AE70; FAM/BHQ RNA-DNA oligo cleavage fluorescence, 5 h; activation, % at 20 µM; 350,000 tested, 0.32% active; in the data active = activation above about 50%
# Target sequence (P0AE70 whole entry, looked up): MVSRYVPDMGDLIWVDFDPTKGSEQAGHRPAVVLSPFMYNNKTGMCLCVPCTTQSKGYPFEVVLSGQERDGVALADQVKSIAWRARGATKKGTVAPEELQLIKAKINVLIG
# Rv3671c inh: inhibitors of M. tuberculosis serine protease Rv3671c | P9WHR9 | inhibition, % at 5.96 µM | 320,000 tested, 0.048% active; in the data active = inhibition above about 38%;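 note: extracellular domain of Rv3671c used as enzyme; 0% = enzyme with DMSO and 100% = no enzyme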
# Target sequence (P9WHR9 whole entry, looked up, the tested form may be a part): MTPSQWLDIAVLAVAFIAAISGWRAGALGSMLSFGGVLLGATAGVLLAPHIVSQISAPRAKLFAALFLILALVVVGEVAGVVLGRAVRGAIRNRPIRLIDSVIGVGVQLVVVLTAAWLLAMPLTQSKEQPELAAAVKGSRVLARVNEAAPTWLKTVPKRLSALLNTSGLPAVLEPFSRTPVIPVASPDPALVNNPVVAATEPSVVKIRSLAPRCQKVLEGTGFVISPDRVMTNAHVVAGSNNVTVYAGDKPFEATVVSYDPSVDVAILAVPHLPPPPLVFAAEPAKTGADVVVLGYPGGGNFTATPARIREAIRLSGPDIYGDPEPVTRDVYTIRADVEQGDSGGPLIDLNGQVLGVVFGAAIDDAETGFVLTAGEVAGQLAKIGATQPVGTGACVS
# * marks the source's active call; other numbers are inactive results; i = inactive; . = no result given; + = active, no number; & = joins results of further samples. The list is partial. The share of hits here may be higher or lower than overall.
SMILES,TcdB inh,CCHF vOTU inh,SSB-PriA inh,VHR inh abs,Y pestis TopoI,Vc quorum ag,PrPC TRFRET,3CLpro inhibitor,MazEF act,Rv3671c inh
Cc1ccc(S(=O)(=O)N2CCN(C(=O)NCc3ccc(C(=O)O)cc3)CC2)cc1,-0.4,7,2,26,1,-0.4,0,-3,1,-4
COc1ccc(OC(=O)c2cccc(S(=O)(=O)N3CCCC3)c2)cc1,.,-12,-16,6,23,-1.4,5,-5,-1,1
Cc1ccc(-c2nn(-c3ccccc3)cc2NC(=O)c2ccccc2)cc1,.,1,-16,-2,3,-0.7,-12,-5,-15,-27
C/C(=N\NC(=O)c1cccc(S(=O)(=O)N2CCOCC2)c1)c1ccc(O)cc1,-0.8,4,.,.,2,-4.2,0,.,7,-6
CCOc1ccc(NC(=O)N(CCC(C)C)C2CCN(C(C)=O)CC2)cc1,.,-17,-17,20,4,-0.4,-2,7,10,-2
CC(C)C[C@@H](C(=O)NCc1ccco1)N1C(=O)N2CCc3c([nH]c4ccccc34)[C@@]2(C)C1=O,0.8,9,19,-7,16,-0.5,-3,-3,-8,-7
CCCc1ccc(S(=O)(=O)N2CCN(C(C)C(=O)NC3CCCC3)CC2)cc1 (configuration not stated),0.6,8,-2,.,14,-2.1,-9,.,-2,.
N#Cc1ccc(C(=O)Nc2cccc(S(=O)(=O)NC3=NCCC3)c2)cc1,0.6,3,0,.,3,i,-4,.,0,-11
c1ccc2c(c1)ncn2Cc1nnc2sc(-c3ccc4c(c3)OCO4)nn12,.,-15,-7,7,7,-2.9,5,-1,4,3
CCOc1ccc(NC(=O)C2=C(C)C(=O)OC23CCC(C)CC3)cc1 (configuration not stated),2.9,-3,-5,21,8,-0.9,1,1,1,-2
O=C(c1cccc(C(F)(F)F)c1)C1CCCN(C(=O)CN2CCCC2=O)C1 (configuration not stated),1.6,8,3,10,-6,-0.4,-4,-1,8,1
O=S(=O)(NCc1csc(-c2cccs2)n1)c1cccc(C(F)(F)F)c1,0.1,4,-17,-11,-14,i,2,1,-3,-4
COc1ccc(NC(=O)C#Cc2ccccc2)cc1,0.9,-5,-9,9,5,-0.7,0,-3,-1,-2
COC(=O)C[C@H]1c2ccccc2S(=O)(=O)N1c1cccc(OC)c1,-2.1,-3,-15,.,1,1.8,10,.,5,2
Cc1ccc(N2C(=O)C3Sc4[nH]c(=O)sc4C(c4ccccc4)C3C2=O)cc1 (configuration not stated),.,-3,11,20,-6,+,9,1,-3,4
CCOC(=O)CCCCCC(=O)Nc1ccc2c(c1)C(=O)N([C@@H](C)CO)C[C@@H](C)[C@H](CN(C)C(=O)Nc1ccccc1)OCCCC[C@H](C)O2,-8.9,11,.,.,19,i,15,.,-6,.
O=C(N/N=C1\CCS(=O)(=O)c2ccc(F)cc21)c1ccc(O)cc1,0.1,5,.,23,6,-0.3,-5,1,0,4
COc1ccc(C(=O)/C=C/Nc2ccccn2)c(OC)c1,-0.2,1,-6,-5,7,i,-7,-7,7,5
CCOc1ccc(N2CSC(=S)N(c3ccc(OCC)cc3)C2)cc1,0.7,-7,0,12,13,i,7,-1,6,-5
COc1cccc(/C=C(/CC(=O)Nc2ccc(N3CCOCC3)cc2)c2nc3ccccc3s2)c1,.,-11,10,13,18,-0.3,-2,4,-19,-3
CCOC(=O)c1cnc(SCC(=O)N2CCN(C(=O)c3ccco3)CC2)nc1N,.,-1,-6,34,6,-0.2,-6,6,5,-4
Cc1ccc(C)c(S(=O)(=O)N2CCN(CC(=O)N3CCc4ccccc4C3)CC2)c1,.,16,-7,-11,37,i,-2,0,-2,-2
COc1ccccc1OCCNC(=O)CC(NC(C)=O)c1ccccc1 (configuration not stated),1.5,4,5,14,2,i,-4,6,5,-2
O=C1CCCN1CCCNC(=S)Nc1ccc(Br)cc1Cl,1.2,-4,9,39,-12,-0.3,2,3,3,11
CCOC(=O)c1ccc(NC(=O)NC2CC3CCC(C2)N3)cc1 (configuration not stated),1.6,-8,12,17,-5,i,0,0,20,4
SMILES,TcdB inh,CCHF vOTU inh,SSB-PriA inh,VHR inh abs,Y pestis TopoI,Vc quorum ag,PrPC TRFRET,3CLpro inhibitor,MazEF act,Rv3671c inh
CC(C)c1ccc(OCc2ccc(C(=O)N3CCN(c4ccccn4)CC3)cc2)cc1,.,-16,-18,3,11,-0.5,-5,1,-1,3
Cc1ccccc1-c1nnc(SCc2ccccc2)o1,.,3,-72,-4,1,-0.6,6,-9,-8,-1
O=C(NCC1CCCN(C(=O)CN2CCCCC2)C1)c1ccccc1Cl (configuration not stated),0.8,-1,-1,8,-3,-0.1,5,1,-4,-5
O=C(Nc1cccc(NC(=O)c2ccc(Br)cc2)c1)c1ccccc1,-4.3,12,1,-2,3,0.6,4,-2,-13,-12
COC(=O)Cc1c[nH]c2ccc(OCC(O)CNC(C)C)cc12 (configuration not stated),0.5,6,-11,-6,3,-0.9,-3,0,0,0
O=C(Nc1cc(C(F)(F)F)ccc1N1CCCCC1)c1ccc(Br)o1,.,12,-9,6,11,1.2,0,2,-1,4
CCCCN(C(=O)CCC(=O)Nc1cc(C)on1)C(C(=O)NC(C)(C)C)c1ccccc1Cl (configuration not stated),1.9,8,0,7,22,-0.1,5,-5,0,2
Cc1ccc(C(=O)Nc2nnc(S(=O)(=O)N3CCC(C)CC3)s2)cc1,1.0,10,2,-13,6,-0.4,-1,3,-7,-5
COc1cccc(CNS(=O)(=O)c2csc(C(N)=O)c2)c1,0.6,0,-8,9,7,-2.2,-4,0,10,-4
O=S(=O)(Cc1ccccc1)c1nc2ccccc2n1Cc1ccccn1,1.5,-5,-11,3,6,i,9,-2,5,3
CC1CC1C(=O)OCc1cc(=O)n2cc(Br)ccc2n1 (configuration not stated),.,5,-5,7,10,5.6,-11,-4,1,-5
CCN(CC)S(=O)(=O)c1cccc(NC(=O)COc2ccc(F)cc2Br)c1,1.7,0,-5,8,-10,2.1,2,2,-1,2
O=C(O)c1ccc(CNCc2cccc(Cl)c2)cc1,-0.1,-13,-3,12,3,-0.2,3,-2,-16,5
O=C(Nc1ccc2oc(-c3ccccc3F)nc2c1)c1ccc2c(c1)OCCO2,-0.7,11,-3,20,-13,-0.7,5,-1,-19,-35
CC(C)CCn1c(=O)c2ccccc2c2ccccc2c1=O,.,10,-11,20,25,5.3,-3,-1,3,9
O=C(Cn1c(C2CC2)nc2ccccc2c1=O)Nc1ccc(Br)cc1,.,-8,-9,22,-9,i,-4,0,-2,3
O=C(Oc1cccc(/C=N/Nc2nc(N3CCOCC3)nc(N3CCOCC3)n2)c1)c1ccco1,.,4,.,23,-2,0.0,-3,-4,3,10
COc1cc(C(=O)Nc2nc(-c3ccc(Cl)cc3)c(C)s2)ccc1OCC(=O)Nc1ccc(F)cc1,.,2,-8,-13,9,-2.2,9,1,6,-7
Cc1[nH]nc(SCC(=O)Nc2cccc(O)c2)c1[N+](=O)[O-],2.4,0,-3,9,-4,-0.5,3,4,16,0
O=C(NCCC1=CCCCC1)c1cnc2n(c1=O)CCS2,.,-12,-1&-6,9,6,-0.1,-4,-1,6,2
CCOC(=O)Cc1csc(NC(=O)/C=C/c2ccccc2Cl)n1,0.2,-4,0,8,-7,-0.3,-3,-2,6,-18
O=C(O)CC1=C(O)C(=O)N(c2ccccc2)C1c1ccc(Cl)cc1 (configuration not stated),.,5,-9,9,-5,i,-5,-2,-1,-3
Cc1ccccc1NC(=O)Cn1cnc2c1c(=O)n(C)c(=O)n2C,.,1,-3,17,3,i,6,3,0,1
CCCCC(=O)N(C)c1c(CC)nc2c(OCc3ccc(Cl)cc3Cl)cccn12,0.1,29,.,.,24,-0.8,11,.,.,.
C[C@H](CO)N1C[C@H](C)[C@@H](CN(C)S(=O)(=O)c2cn(C)cn2)Oc2c(NS(=O)(=O)c3ccc(F)cc3)cccc2C1=O,0.6&1.5,-10,1,.,-4,0.5,0,.,4,4
SMILES,TcdB inh,CCHF vOTU inh,SSB-PriA inh,VHR inh abs,Y pestis TopoI,Vc quorum ag,PrPC TRFRET,3CLpro inhibitor,MazEF act,Rv3671c inh
COc1ccccc1N(C)S(=O)(=O)c1ccc(C(=O)Nc2ncc(C)s2)cc1,-0.2,7,1,.,-6,-2.6,5,.,10,-6
COC(=O)c1ccccc1S(=O)(=O)Nc1ccc2cn[nH]c2c1,.,4,-7,24,3,-0.1,-6,0,-3,-2
CN(C)S(=O)(=O)c1cccc(NC(=O)c2ccccc2SCC(=O)N2CCCC2)c1,0.3,0,.,.,-1,-0.6,1,.,4,.
Cc1cc([N+](=O)[O-])ccc1NC(=O)Nc1ccccc1F,1.9,-10,-6,1,3,-0.5,2,2,9,-2
COc1ccc(-c2ccc(SCC(=O)N3CCN(c4ccccc4)CC3)nn2)cc1,1.5,-5,-7,40,-8,-1.1,-1,2,-6,9
COc1ccc(S(=O)(=O)N2CCc3ccccc32)cc1C(=O)N1CCOCC1,1.2,3,-14,.,0,1.5,0,.,-2,-3
NC(=S)N/N=C1\CCOc2ccc(Cl)cc21,-0.1,21,.,0,-6,-0.4,3,2,-3,-5
Cc1cc(NS(=O)(=O)c2ccc(Nc3nc(-c4sc(N)nc4C)cs3)cc2)no1,.,.,59,4,-21,i,.,-5,1,-13
CCC(C)[C@H](NC(=O)Nc1ccc2c(c1)OCCO2)C(=O)O (some centres not stated),.,2,-2,19,2,-1.7,0,5,6,-8
Cc1cc(C(=O)OCC(=O)Nc2cccc(S(=O)(=O)N(C)C)c2)c(C)o1,1.1,-1,8,21,-7,-3.1,3,-1,5,0

# 16 successive records from above, for reference:
SMILES,TcdB inh,CCHF vOTU inh,SSB-PriA inh,VHR inh abs,Y pestis TopoI,Vc quorum ag,PrPC TRFRET,3CLpro inhibitor,MazEF act,Rv3671c inh
COc1cc(C(=O)Nc2nc(-c3ccc(Cl)cc3)c(C)s2)ccc1OCC(=O)Nc1ccc(F)cc1,.,2,-8,-13,9,-2.2,9,1,6,-7
Cc1[nH]nc(SCC(=O)Nc2cccc(O)c2)c1[N+](=O)[O-],2.4,0,-3,9,-4,-0.5,3,4,16,0
O=C(NCCC1=CCCCC1)c1cnc2n(c1=O)CCS2,.,-12,-1&-6,9,6,-0.1,-4,-1,6,2
CCOC(=O)Cc1csc(NC(=O)/C=C/c2ccccc2Cl)n1,0.2,-4,0,8,-7,-0.3,-3,-2,6,-18
O=C(O)CC1=C(O)C(=O)N(c2ccccc2)C1c1ccc(Cl)cc1 (configuration not stated),.,5,-9,9,-5,i,-5,-2,-1,-3
Cc1ccccc1NC(=O)Cn1cnc2c1c(=O)n(C)c(=O)n2C,.,1,-3,17,3,i,6,3,0,1
CCCCC(=O)N(C)c1c(CC)nc2c(OCc3ccc(Cl)cc3Cl)cccn12,0.1,29,.,.,24,-0.8,11,.,.,.
C[C@H](CO)N1C[C@H](C)[C@@H](CN(C)S(=O)(=O)c2cn(C)cn2)Oc2c(NS(=O)(=O)c3ccc(F)cc3)cccc2C1=O,0.6&1.5,-10,1,.,-4,0.5,0,.,4,4
COc1ccccc1N(C)S(=O)(=O)c1ccc(C(=O)Nc2ncc(C)s2)cc1,-0.2,7,1,.,-6,-2.6,5,.,10,-6
COC(=O)c1ccccc1S(=O)(=O)Nc1ccc2cn[nH]c2c1,.,4,-7,24,3,-0.1,-6,0,-3,-2
CN(C)S(=O)(=O)c1cccc(NC(=O)c2ccccc2SCC(=O)N2CCCC2)c1,0.3,0,.,.,-1,-0.6,1,.,4,.
Cc1cc([N+](=O)[O-])ccc1NC(=O)Nc1ccccc1F,1.9,-10,-6,1,3,-0.5,2,2,9,-2
COc1ccc(-c2ccc(SCC(=O)N3CCN(c4ccccc4)CC3)nn2)cc1,1.5,-5,-7,40,-8,-1.1,-1,2,-6,9
COc1ccc(S(=O)(=O)N2CCc3ccccc32)cc1C(=O)N1CCOCC1,1.2,3,-14,.,0,1.5,0,.,-2,-3
NC(=S)N/N=C1\CCOc2ccc(Cl)cc21,-0.1,21,.,0,-6,-0.4,3,2,-3,-5
Cc1cc(NS(=O)(=O)c2ccc(Nc3nc(-c4sc(N)nc4C)cs3)cc2)no1,.,.,59,4,-21,i,.,-5,1,-13

# From PubChem
